Source: PubChem (several laboratories)
GAA850 FXN act – frataxin GAA850 promoter activation. HEK293 lucGAA850 FXN promoter luciferase reporter, 24 h; percent of 10 µM SAHA response. activation, % at 6 µM. 0.56% of 360,000 active;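 active means activation above the average of all compounds screened plus 3 SD, cutoff fixed separately per campaign, cut at about 7.5% in these data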;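 further: 0% = DMSO wells and 100% = 10 µM SAHA wells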
ADAM10 inh – ADAM10 inhibition, QFRET primary screen; AID 720582; recombinant ADAM10, EDANS/DABCYL FRET peptide cleavage, 3 h; 0.62% of 370,000 active; O14672; inhibition, % at 7 µM;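 active means inhibition above a per-campaign cutoff equal to the mean of compounds falling between control-based bounds plus 3 SD, cut at about 20% in these data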;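 further: 0% = DMSO wells while the 100% control is not disclosed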
KLK7 zymogen act – activates the human kallikrein-7 zymogen. 0.9% of 370,000 active. purified proKLK7, EDANS-DABCYL substrate fluorescence; 100% is mature enzyme control, 0% vehicle. P49862. activation, % at 7 µM;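 active means activation above the mean of all tested compounds plus 3 SD, computed per campaign excluding outliers beyond control limits, cut at about 13% in these data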
ASAP1 GAP inh – inhibitors of human ASAP1 ArfGAP activity | 0.19% of 360,000 active | Q9ULH1 | ASAP1-stimulated ARF1 GTP hydrolysis, GDP FP detection | inhibition, % at 16.5 µM | AID 624377; in the data active means inhibition above about 25%;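 further: 0% = vehicle with enzyme and substrate and 100% = no enzyme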
Tn6 DDE FP – disrupts Tn6 cyclic peptide binding to fibrin D-Dimer-E complex; AID 720509; 0.21% of 370,000 active; Fibrin DD(E) TRITC-Tn6 fluorescence polarization displacement; inhibition, % at 8.3 µM; P02675;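 active means inhibition above a per-campaign cutoff: mean of compounds within control limits plus 3 SD, cut at about 15% in these data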;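 further: 0% = median of all compound wells on the plate and 100% = blocking peptide control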
Target sequence (P02675 whole entry, looked up): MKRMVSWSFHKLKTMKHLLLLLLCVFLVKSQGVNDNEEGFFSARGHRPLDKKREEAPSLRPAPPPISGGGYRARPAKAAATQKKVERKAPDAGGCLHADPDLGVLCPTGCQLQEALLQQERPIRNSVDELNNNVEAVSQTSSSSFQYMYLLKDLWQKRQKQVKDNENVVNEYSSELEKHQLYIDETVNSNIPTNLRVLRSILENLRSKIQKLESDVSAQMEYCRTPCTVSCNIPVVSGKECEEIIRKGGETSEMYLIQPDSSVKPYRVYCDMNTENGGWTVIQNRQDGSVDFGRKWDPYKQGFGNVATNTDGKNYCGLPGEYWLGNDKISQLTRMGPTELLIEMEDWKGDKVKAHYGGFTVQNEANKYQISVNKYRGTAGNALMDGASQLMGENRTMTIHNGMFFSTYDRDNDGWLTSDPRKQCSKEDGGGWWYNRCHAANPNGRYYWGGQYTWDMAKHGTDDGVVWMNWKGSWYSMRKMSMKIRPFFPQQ
GC-A act – GC-A (human) enzyme activation; P16066; HEK293 GC-A cells, cGMP TR-FRET, EC30 ANP; 0% at EC30 ANP, 100% saturating ANP; activation, % at 10 µM; 0.14% of 370,000 active; AID 1671463; in the data active means activation above about 40%
ARFGAP1 inhibitor – inhibits rat ARF GTPase activating protein 1; Q62848; Arfgap1-stimulated ARF1 GTP hydrolysis, GDP FP detection; inhibition, % at 16.5 µM; 0.26% of 360,000 active;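 active means inhibition above a per-plate limit, mean inhibition of low control wells plus 3 SD, cut at about 25% in these data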;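 further: 0% = DMSO wells with enzyme and 100% = wells lacking Arfgap1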
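Material: rat Arfgap1 catalytic domain, aa 1-136; also added: human ARF1(Δ1-17)-GTP substrate; compound dosing: one concentration, 16.5 µM, DMSO 1.26%; incubation: GTP hydrolysis reaction 2 h at 25 °C; measured by: Tracer-displacement fluorescence polarization with EDTA stop, 620/688 nm; evaluation: % inhibition from polarization; repeats: one replicate per compound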
HGIII-sPLA2 inh – Blocks human group III sPLA2 activity. QFRET BODIPY PC-A2 liposome hydrolysis, fluorescence. inhibition, % at 12.2 µM. 0.56% of 370,000 active;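 active means inhibition above mean plus 3 SD of compounds lying within the high and low control bounds, cut at about 19% in these data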;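 further: 0% = median of test compound wells and 100% = no enzyme DMSO wells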
Target sequence (Q9NZ20 whole entry, looked up): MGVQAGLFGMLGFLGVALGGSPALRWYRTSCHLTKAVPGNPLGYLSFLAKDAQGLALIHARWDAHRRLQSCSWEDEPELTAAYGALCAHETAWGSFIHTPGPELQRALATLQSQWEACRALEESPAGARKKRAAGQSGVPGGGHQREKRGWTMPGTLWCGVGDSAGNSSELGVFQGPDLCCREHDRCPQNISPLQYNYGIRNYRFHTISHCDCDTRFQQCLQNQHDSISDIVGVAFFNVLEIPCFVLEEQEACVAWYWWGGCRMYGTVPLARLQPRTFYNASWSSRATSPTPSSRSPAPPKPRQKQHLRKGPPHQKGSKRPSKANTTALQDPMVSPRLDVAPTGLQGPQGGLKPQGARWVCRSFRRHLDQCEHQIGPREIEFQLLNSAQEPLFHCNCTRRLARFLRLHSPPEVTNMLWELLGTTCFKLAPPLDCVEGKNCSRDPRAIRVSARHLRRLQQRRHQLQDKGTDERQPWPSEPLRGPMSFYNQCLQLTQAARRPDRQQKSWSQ
NPR2 activator – GC-B (human) receptor activation; P20594; HEK293-GC-B cells, CNP EC30, cGMP TR-FRET; 0% at EC30 CNP, 100% saturating CNP; activation, % at 10 µM; 0.11% of 370,000 active; AID 1920062;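 active means activation at 10 µM reaching about 35% in either raw or pattern-adjusted values, limit read from the data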
rCAG binder – binds r(CAG) RNA repeats. r(CAG) RNA repeat, TO-PRO-1 dye displacement fluorescence. inhibition, % at 3 µM. 1.3% of 370,000 active. AID 651821;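 active means inhibition above the plate cutoff, the mean of all test compounds on that plate plus 3 SD, cut at about 35% in these data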;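 further: 0% = DMSO alone and 100% = 100 µM mitoxantrone as full dye displacement; higher means more dye released from RNA so lower well fluorescence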
Starred values were filed as active, the others as inactive; i = inactive; . = no result given.

SMILES	GAA850 FXN act	ADAM10 inh	KLK7 zymogen act	ASAP1 GAP inh	Tn6 DDE FP	GC-A act	ARFGAP1 inhibitor	HGIII-sPLA2 inh	NPR2 activator	rCAG binder
COC(=O)c1c(-c2ccccc2)csc1NC1=NS(=O)(=O)c2ccccc21	8.9*	2	0.3	8	0	-1	1	0	0	10
COc1ccc(S(=O)(=O)n2nc(OC(=O)c3ccccc3Br)cc2N)cc1	-2.3	-5	0.2	3	-3	15	4	-3	1	6
COCCNc1ccc(-c2n[nH]c(=O)c3ccccc23)cc1[N+](=O)[O-]	-0.2	2	0.3	1	-1	0	5	2	2	-3
CC1CCCCC1N=CC1=C(O)CC(C)(C)CC1=O (configuration not stated)	1.5	2	0.2	5	-5	3	-5	0	1	-3
Nc1cc(S(=O)(=O)C(F)(F)F)ccc1C(=O)O	0.6	-2	-0.2	7	7	2	-6	1	3	2
O=c1n(CCCN2CCN(c3cccc(Cl)c3)CC2)nc2ccccn12	1.1	-395	8.7	13	-8	-1	16	6	1	1
O=C(COC(=O)c1cnccn1)N=c1sccn1Cc1ccccc1Cl	4.1	-8	0.3	4	5	4	-7	-4	-2	2
O=C(Cn1cnc2ccccc2c1=O)N1CCN(Cc2ccc3c(c2)OCO3)CC1	-1.9	-10	-0.1	4	-3	-2	-11	4	1	0
Cc1ccc(NC(=O)COc2ccc(Br)cc2CO)cc1	2.8	9	-0.2	-2	0	-3	3	-13	-6	0
CCOC(=O)c1cnc2ccc(OCC)cc2c1NCc1cccnc1	3.0	-57	0.8	4	-6	8	1	3	-2	-5
CCn1nc(C(=O)NNC(=O)COc2ccccc2C)c2ccccc2c1=O	-2.1	-2	0.7	-2	-3	-1	-2	15	2	0
COC(=O)c1cccc(OCCCN2CCC(C(O)(c3ccccc3)c3ccccc3)CC2)c1	.	-2	-0.4	5	3	-18	18	-22	-13	3
O=C(/C=C/c1ccc2c(c1)OCO2)Nc1nc2ccccc2s1	0.3	-16	-0.5	8	-16	3	10	-5	-1	0
O=C(c1cc2ccccc2o1)N1CCN(C/C=C/c2ccccc2)CC1	0.7	-8	-0.3	3	-1	4	-5	-27	-1	-8
NS(=O)(=O)c1ccc(NN=C2CCCCC2)c([N+](=O)[O-])c1	-1.8	8	0.2	0	0	1	-2	6	-8	4
O=C(O)CSCC(=O)Nc1ccc(-c2nc3ccccc3s2)cc1	2.9	i	-5.0	-7	-3	6	2	-13	1	39*
Cc1ccc(CNC(=O)C2CC3Cn4c(nc5ccccc54)C3N2C)o1 (configuration not stated)	-0.5	6	-0.2	-14	0	-1	-6	9	4	9
COc1ccccc1-c1cc(C(=O)Nc2ccccc2SC)no1	2.2	-2	-7.9	-2	-3	-10	7	-3	-7	5
O=C(COc1ccc(S(=O)(=O)N2CCOCC2)cc1)NCCc1ccccc1	1.9	3	-0.7	-12	0	4	18	4	0	-8
Cc1ccsc1C(=O)N1CCN(S(=O)(=O)c2cccc(F)c2)CC1	1.9	-5	0.3	2	3	2	8	1	5	-5
Cc1ccc(N2CC(C(=O)NCc3cccs3)CC2=O)cc1C (configuration not stated)	0.6	3	-0.3	-12	-3	3	-2	1	5	0
CCn1c(SCc2nc3ccccc3[nH]2)nnc1-c1ccc(OC)cc1	-0.2	-9	0.1	-3	3	-14	2	3	-11	-3
Cc1ccc2nc(N(CCN(C)C)C(=O)c3cc(Cl)sc3Cl)sc2c1	-1.2	3	-0.1	-5	2	-22	-13	-6	-10	-4
Cc1ccc(/C=C/C(=O)N2CC(=O)Nc3ccccc32)o1	1.6	0	0.1	2	0	0	9	-3	1	0
Cc1sc2nc(CN(Cc3ccccc3)C(=O)NC3CCCCC3)[nH]c(=O)c2c1C	-1.7	-9	1.3	0	1	-6	1	1	-4	-4

(cont.)
SMILES	GAA850 FXN act	ADAM10 inh	KLK7 zymogen act	ASAP1 GAP inh	Tn6 DDE FP	GC-A act	ARFGAP1 inhibitor	HGIII-sPLA2 inh	NPR2 activator	rCAG binder
O=C(NCc1ccccn1)Nc1ccccc1	1.7	-1	0.1	-5	13	2	4	3	7	2
O=C(c1ccncc1)N1N=C(C2CCCCC2)CC1(O)C(F)(F)F (configuration not stated)	1.2	-6	-0.2	-12	0	0	-13	-2	0	-6
CCOC(=O)c1cc(CC)sc1NC(=O)Cc1ccccc1	0.5	4	0.6	1	4	-6	8	0	0	4
CC(=O)Nc1ccc(NC(=O)CSc2ccc([N+](=O)[O-])cn2)cc1	0.6	1	-0.7	-1	1	-2	10	3	-2	-1
O=C(O)CCCNC(=O)CC1S/C(=N/N=C/c2ccccc2O)NC1=O (configuration not stated)	2.4	-48	25*	12	-3	3	1	-2	-5	2
O=C(COc1ccc(Br)cc1)Nc1ccc(C(=O)Nc2ccccc2C(=O)O)cc1	-0.6	2	0.3	-4	4	-2	0	-3	-4	20
CCOc1cc(NC(=O)Nc2ccccc2)c(OCC)cc1NC(=O)CC	0.2	7	-0.1	-4	-8	1	-4	0	5	-3
COc1cc(C(=O)OCc2cccc(OC)c2OC)ccc1OCC(=O)N1CCOCC1	1.3	4	0.9	-2	-2	-4	-1	-2	-3	0
CCOc1ccc(-n2ccc(=O)c(C(=O)Nc3ccc(S(=O)(=O)Nc4nccs4)cc3)n2)cc1	2.3	-48	9.0	11	-9	0	3	-29	-7	68*
Cc1ccc(C(=O)NCc2ccco2)cc1S(=O)(=O)N1CCCCC1	1.9	8	0.3	-1	-3	-4	11	0	0	8
O=C(NC1CCCCC1)C(c1cccnc1)N(C(=O)CCl)c1ccc(F)cc1 (configuration not stated)	-13	2	0.4	6	-3	1	11	-28	2	-2
Cc1[nH]c2ccccc2c1C(=O)C(=O)NCc1nnnn1-c1cccc(F)c1	-1.7	2	0.1	3	0	1	8	-13	-5	6
CC(C)OC(=O)c1cc2ccccc2[nH]1	2.5	0	-0.2	11	-1	2	-5	0	1	6
CCOC(=O)c1c(Nc2ccccc2OCCOC)n[nH]c1C	1.4	5	0.0	5	2	2	0	8	7	0
COc1ccccc1NC(=O)/C=C\C(=O)O	1.9	0	-0.1	-6	-8	0	-3	9	3	-4
CSc1nc(C)c(Oc2ccccc2)c(=O)n1C	1.7	0	-0.3	-4	3	1	-9	-2	-5	-4
CCCn1nc(C(=O)OCC(=O)c2ccc3c(c2)NC(=O)CO3)c2ccccc2c1=O	0.0	-2	0.1	-8	-12	6	8	-6	-3	3
CCC(C(=O)OCC(=O)Nc1ccc(Cl)c(S(=O)(=O)N(C)C)c1)c1ccccc1 (configuration not stated)	1.2	13	0.3	9	12	3	-4	-39	0	2
CCOc1ccccc1NC(=O)NC1CCCc2ccccc21 (configuration not stated)	2.0	5	0.3	-15	6	-6	-9	-1	3	-3
CCOc1ccc(C(=O)C2CCN(CC(=O)Nc3nccs3)CC2)cc1	-0.6	-5	0.7	-1	3	1	21	-1	-2	-3
O=[N+]([O-])c1ccc(N2CCCC2)nc1	2.2	3	0.2	-12	2	6	15	10	-1	-3
Cn1nc(C(C)(C)C)cc1C(=O)N1CCCCC1c1cc(C(=O)Nc2ccc3c(c2)OCO3)no1 (configuration not stated)	2.5	11	0.0	-2	11	0	-5	-7	0	3
CC(C)[C@@H](NC(=O)OC(C)(C)C)C(=O)NCC1CCC(C(=O)N[C@@H](Cc2ccccc2)C(=O)O)CC1 (some centres not stated)	-0.5	3	-0.7	4	-5	6	-3	9	-1	2
Brc1ccc(OCc2nc(-c3ccccn3)n[nH]2)cc1	1.0	3	-0.2	-12	2	1	0	-11	-4	3
COc1cc(C(=O)NCCNc2nc3c(C)c(C)ccc3cc2C#N)cc(OC)c1OC	1.4	-15	-0.9	-2	2	-7	-4	11	6	-3

Complete entries as entered above.
Cc1ccc(C(=O)NCc2ccco2)cc1S(=O)(=O)N1CCCCC1 is listed as GAA850 FXN act: 1.9; ADAM10 inh: 8; KLK7 zymogen act: 0.3; ASAP1 GAP inh: -1; Tn6 DDE FP: -3; GC-A act: -4; ARFGAP1 inhibitor: 11; HGIII-sPLA2 inh: 0; NPR2 activator: 0; rCAG binder: 8
CSc1nc(C)c(Oc2ccccc2)c(=O)n1C is listed as GAA850 FXN act: 1.7; ADAM10 inh: 0; KLK7 zymogen act: -0.3; ASAP1 GAP inh: -4; Tn6 DDE FP: 3; GC-A act: 1; ARFGAP1 inhibitor: -9; HGIII-sPLA2 inh: -2; NPR2 activator: -5; rCAG binder: -4

Next records follow:
SMILES	GAA850 FXN act	ADAM10 inh	KLK7 zymogen act	ASAP1 GAP inh	Tn6 DDE FP	GC-A act	ARFGAP1 inhibitor	HGIII-sPLA2 inh	NPR2 activator	rCAG binder
CC(NC(=O)c1cccnc1)c1ccc2c(c1)OCO2 (configuration not stated)	-1.7	5	-0.1	-1	-6	6	1	3	4	-2
Cc1ccc(N(Cc2ccccc2)C(=O)c2ccc(Cl)c(S(=O)(=O)N3CCOCC3)c2)cc1	-1.4	-9	0.0	-4	-5	-6	-8	5	-5	1
CC(C)(C)OC(=O)NC1CC2CCCC(C1)N2Cc1ccccc1 (configuration not stated)	-1.1	2	0.5	-13	10	-2	0	-1	-4	6
CC(Sc1nnc(-c2ccccc2Br)o1)C(=O)N1CCOCC1 (configuration not stated)	1.9	1	0.3	-12	3	7	9	-4	5	-2
Brc1ccccc1OCCCCN1CCCCC1	0.9	-5	-0.5	7	0	-1	3	-5	1	-1
CC(C)n1cc(C(=O)NC2CC(C)(C)Cc3c2cnn3-c2ccccc2)cn1 (configuration not stated)	1.5	3	0.1	-7	2	-6	4	-3	-2	-5
COc1ccc(C(=O)n2c(SC)nc3cc4c(cc32)OCCO4)cc1	2.0	1	0.3	-9	14	19	4	3	3	1
CC(C)(CNC(=O)c1ccc(S(=O)(=O)Nc2ccc(Cl)cc2)cc1)N1CCOCC1	0.7	-7	0.3	-1	-11	0	-13	-4	2	6
COc1ccc(S(=O)(=O)N(C)C[C@H]2Oc3c(NC(=O)Nc4c(C)noc4C)cccc3C(=O)N([C@@H](C)CO)C[C@H]2C)cc1	-1.1	-2	-0.1	-8	-1	1	-10	-4	5	5
Cc1ccc(NC(=O)C2CCCO2)c(Br)c1 (configuration not stated)	1.1	2	-0.2	-10	4	0	5	2	-2	-3
Cc1ccc(CNC(=O)/C=C/c2ccccc2Cl)cc1	0.4	2	0.9	11	1	5	7	-7	-8	1
CN(C)C(=O)c1ccc(N=Nc2c(O)c3ccccc3[nH]c2=O)cc1	2.5	-5	-0.4	-13	0	-2	-13	4	-9	4
CCOC(=O)N1CCN(C(=O)C[C@@H]2C(=O)N(Cc3ccc(OC)cc3)C3=CCN(C(=O)OC(C)(C)C)C[C@]32C(=O)OCC)CC1	.	-9	0.8	.	-2	0	.	3	-10	2
O=C(c1ccc(Sc2cccc(Cl)c2)c([N+](=O)[O-])c1)N1CCN(c2ccccn2)CC1	0.7	7	0.6	-13	5	-4	-1	-4	-1	2
CCCCCC[C@@H](CC)CN(C(=O)Oc1ccccc1)c1ccccc1	.	-14	0.3	.	-2	-1	.	12	-2	4
COc1ccc(N(CC(=O)NCc2ccccc2C)S(=O)(=O)c2ccc(C)cc2)cc1OC	-1.6	4	-0.6	-1	5	-4	-7	2	3	-3
CC(C)=CCN1CCN(Cc2ccc(C)s2)CC1CCO (configuration not stated)	0.1	-7	0.5	0	-3	1	8	6	-4	-4
CCN(CC)CCN1C(=O)C(=O)/C(=C(/O)c2ccc(OC)cc2)C1c1ccco1 (configuration not stated)	1.1	-3	-0.7	-1	8	0	-7	-5	7	-1
